Compound activity (PubChem BioAssay)
TDP1 block: TDP1 (human) enzyme inhibition; recombinant TDP1, AlphaScreen DNA substrate cleavage; actives 0.28% (n = 350,000); Potency, µM (highest dose often 130 µM), inactives show at the top dose activity change, negative = inhibition, usual class: inhibitors; note: nearly all actives have a fitted effect of over 40% in size
Target sequence (Q9NUW8 whole entry, looked up): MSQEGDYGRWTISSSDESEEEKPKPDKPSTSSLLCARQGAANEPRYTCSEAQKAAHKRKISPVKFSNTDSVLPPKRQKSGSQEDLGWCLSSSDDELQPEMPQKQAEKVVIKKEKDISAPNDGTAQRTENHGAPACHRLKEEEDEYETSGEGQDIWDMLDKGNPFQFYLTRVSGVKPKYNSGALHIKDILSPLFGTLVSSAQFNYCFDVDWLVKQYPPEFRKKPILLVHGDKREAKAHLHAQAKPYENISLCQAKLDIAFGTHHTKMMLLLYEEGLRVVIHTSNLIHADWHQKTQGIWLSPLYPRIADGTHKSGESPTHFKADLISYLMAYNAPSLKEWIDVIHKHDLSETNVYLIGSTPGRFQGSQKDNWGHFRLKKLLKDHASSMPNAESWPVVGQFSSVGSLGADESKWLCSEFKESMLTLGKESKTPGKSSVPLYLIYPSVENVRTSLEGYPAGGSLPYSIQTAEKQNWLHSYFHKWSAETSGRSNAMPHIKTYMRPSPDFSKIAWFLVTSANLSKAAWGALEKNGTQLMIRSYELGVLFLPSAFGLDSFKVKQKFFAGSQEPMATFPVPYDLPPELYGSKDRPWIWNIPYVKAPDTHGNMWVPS
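Enzyme-compound mixtures sat 15 min at room temperature, followed by a 5 min reaction with 15 nM final substrate and 10 min with AlphaScreen beads. Recombinant human Tdp1 was used at 1 nM final.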
DT40 TDP1 no CPT: qHTS for Inhibitors of human tyrosyl-DNA phosphodiesterase 1 (TDP1): qHTS in cells in absence of CPT. DT40 Tdp1-/- hTDP1 cells, no CPT, ATP luminescence, 48 h. Potency, µM (series often up to 46.2 µM), for the others: at the top dose activity change, negative = growth inhibition, actives largely listed as inhibitors. actives 15% (n = 420,000). AID 686978, 2013; note: nearly all actives have a fitted effect of over 55% in size
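A cellular qHTS used chicken DT40 cells lacking endogenous Tdp1 but carrying stably transfected human TDP1. Compounds were applied without camptothecin, and cell growth kinetics were judged by ATP-dependent luminescence after ≥48 hr.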
GCN5L2 inh: blocks human GCN5L2 histone acetyltransferase; GCN5L2 HAT assay, ThioGlo1 CoA-SH fluorescence; Potency, µM (titrated, usually from 58.9 µM), for inactives: at the highest dose activity change, negative = inhibition, usual class: inhibitors; actives 0.21% (n = 390,000)
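Compounds, pin-transferred from DMSO stocks, meet 20nM GCN5L2 for 15 min before the reaction begins with H3(1-25) peptide (75uM) and acetyl-CoA (70uM). Thiol-reactive ThioGlo1 reports CoA release over 20 min at room temperature.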
* = called active by the depositor; u = inconclusive; x = no result given; & = joins results of further samples; ! = not confirmed by another sample; [ ] = remark or other dose. Calls come from the whole dose curve; as a rule, active = well fitted curve in the direction sought with a large enough effect; inconclusive = small, poorly fitted or top-dose-only effect, or another doubt; inactive = no such curve, though single readings can be large; an effect the other way counts as inactive or inconclusive. % is set by controls: 0 for no effect and ±100 for the full control effect; potency is the fitted concentration of half-maximal effect.

SMILES | TDP1 block | DT40 TDP1 no CPT | GCN5L2 inh
CCOc1cc2c(cc1OCC)-n1cccc1C(c1ccccc1OC)NC2 (stereo not given) | x | 26µM* | 10%
S=C(NCCc1ccccc1)NCCc1cnc[nH]1 | x | -2% | -8%
CCOc1ccc(N2C(=O)/C(=C\c3cccs3)C(=O)NC2=S)cc1 | 4% | u | -23%
C=CCn1c(O)c(C=Nc2c(C)n(C)n(-c3ccccc3)c2=O)c(=O)[nH]c1=O | x | -12% | -5%
CN1C(=O)C(=Cc2ccccc2Oc2ccc(Cl)c(F)c2)C(=O)N(C)C1=O | x | u | -3%
CCN1CCN(S(=O)(=O)c2ccc(Cl)nc2)CC1 | 1% | -13% | u
CC1CC(Cl)CCC1C(=O)OC(C)(C)C (stereo not given) | 5% | 10% | -3%
CN(C)CC1CSCCC1(O)c1ccc(C(F)(F)F)cc1 (stereo not given) | 0% | 5% | -2%
O=c1[nH]c(=O)n(C2CCCCCC2)c(O)c1C=NCC1CCCO1 (stereo not given) | 4% | -13% | -2%
COC(=O)C1=C(c2ccc3ccccc3c2)C[C@@H]2CC[C@H]1N2C(=O)NCCCOC(C)C | 1% | 15µM* | -6%

Grouped by structure: the entries above containing sulfur (4)
SMILES | TDP1 block | DT40 TDP1 no CPT | GCN5L2 inh
S=C(NCCc1ccccc1)NCCc1cnc[nH]1 | x | -2% | -8%
CCOc1ccc(N2C(=O)/C(=C\c3cccs3)C(=O)NC2=S)cc1 | 4% | u | -23%
CCN1CCN(S(=O)(=O)c2ccc(Cl)nc2)CC1 | 1% | -13% | u
CN(C)CC1CSCCC1(O)c1ccc(C(F)(F)F)cc1 (stereo not given) | 0% | 5% | -2%

Following part
SMILES | TDP1 block | DT40 TDP1 no CPT | GCN5L2 inh
OCC(O)[C@H]1O[C@@H]2O[C@H](C(Cl)(Cl)Cl)O[C@@H]2[C@H]1O (stereo not given in full) | 9% | x | u
CC(=O)N1CC(=O)Nc2ccc(Cl)cc2C1c1ccccc1 (stereo not given) | x | -10% | 17%
COc1ccccc1OP(=O)(Nc1cccnc1)Oc1ccccc1OC | -1% | 12µM* | 2%
O=C(Cn1c(=O)c(C(F)(F)F)nc2ccccc21)N1CCC2(CC1)OCCO2 | 9% | 0% | -10%
CCCCn1c(C)c(C(=O)O)c2cc(OC)c3ccccc3c21 | x | 8% | 1%
CCCCn1c(O)c(/C(C)=N/NC(=O)Nc2ccccc2)c(=O)[nH]c1=O | 8% | -14% | -1%
Cc1ccc(C)c(N2CCN(C(=O)CCS(=O)(=O)c3ccc4c(c3)oc(=O)n4C)CC2)c1 | 4%&-1% | 15µM*! | 0%&16%
O=C1NC(=O)N(c2ccc3c(c2)OCO3)C(=O)/C1=C\c1ccc(N2CCCCC2)o1 | -3% | -15% | 38%[activator]
O=C1CSC(c2ccccc2Cl)c2cc(Cl)ccc2N1 (stereo not given) | 15% | 39µM* | -21%
CN(C)C(=O)Oc1c(Cl)cc(Cl)c2cccnc12 | -1% | -3% | 2%

Of the compounds above, 3 have four or more nitrogen atoms:
SMILES | TDP1 block | DT40 TDP1 no CPT | GCN5L2 inh
S=C(NCCc1ccccc1)NCCc1cnc[nH]1 | x | -2% | -8%
C=CCn1c(O)c(C=Nc2c(C)n(C)n(-c3ccccc3)c2=O)c(=O)[nH]c1=O | x | -12% | -5%
CCCCn1c(O)c(/C(C)=N/NC(=O)Nc2ccccc2)c(=O)[nH]c1=O | 8% | -14% | -1%

More records:
SMILES | TDP1 block | DT40 TDP1 no CPT | GCN5L2 inh
COc1ccc2[nH]c3c(c2c1)CCNC3C (stereo not given) | 2%&13% | 2%&-6% | -18%&-12%
COC(=O)C1=C(c2cccc(Cl)c2)C[C@@H]2CC[C@H]1N2C(=O)N1CCCC1 | 1% | 7.3µM* | 5%
c1ccc2c(NC3=NCCS3)cccc2c1 | 2% | -3% | -30%
COC(=O)C1=C(c2c(C)noc2C)C[C@@H]2CC[C@H]1N2C(=O)N1CCc2cc(OC)c(OC)cc2C1 | 1% | u | -2%
Cc1ccccc1N1CCN(Cc2ccc3c(c2)OCO3)CC1 | x | u | -2%
C[C@H]1O[C@H](O[C@H]2[C@H](O)[C@@H](O)[C@@H](O)[C@H](O)[C@@H]2O)[C@@H](N)C[C@@H]1NC(=N)C(=O)O | -19%[56.1 µM] | -17% | 1%
CC(C)N1CCN(Cc2c[nH]c3ccccc23)CC1CCO (stereo not given) | 1% | -12% | 17%
Cc1cc(/C=C2\C(=O)NC(=O)N(c3cccc(Br)c3)C2=O)c(C)n1C | 3% | -35% | -6%
CCOC(=O)C1(Cc2ccc(Cl)cc2)CCN(C(C)CCn2cccn2)CC1 (stereo not given) | x | u | 2%
CCOc1ccc(CNCCc2ccc3c(c2)OCO3)cc1 | 6% | u | 0%
COc1ccccc1/C=N/N=C(/N)N[N+](=O)[O-] | 3% | -27% | -13%
O=C(Cn1ncc2ccccc21)N1CCC2(CC1)OCCO2 | -2% | 0% | -8%
CC1CN(O)C2CCc3nonc3C12O (stereo not given) | -1% | -23% | 1%
COc1ccc(OCC(=O)N2CCN(C3CCC(c4ccccc4)CC3)CC2)cc1 (stereo not given) | -10% | 18µM* | -2%
CC(=O)CCC(C)=O | 1%&0% | 5% | -4%
COc1ccc(C(=O)c2nc3ccccc3n2C(C)C)cc1 | 0% | 4% | 2%
COC(=O)C1(C(=O)O)Cc2cc([N+](=O)[O-])ccc2N2CCCC21 (stereo not given) | x | -3% | -6%
COc1ccc(C2N3CC(C)(C)CN23)cc1 (stereo not given) | -3% | x | -3%
COC(=O)C1=C(c2ccc(F)cc2OCc2ccccc2)C[C@@H]2CC[C@H]1N2C(=O)NCc1ccccc1Br | 1% | 16µM* | -8%
CCOc1ccc2nc(NC(=O)c3cccn(Cc4ccccc4)c3=O)sc2c1 | 3% | u | 2%
CCOC(=O)c1c(C)n(Cc2ccccc2)c2ccc(OCC(O)Cn3nc(C)nc3C)cc12 (stereo not given) | 11% | u | -23%
COc1cc(/C=C2\C(=O)NC(=O)N(c3ccccc3)C2=O)cc(OC)c1O | -5% | 6% | -21%
CC(Cc1ccccc1)NC(=O)NC(C)Cc1ccccc1 (stereo not given) | 0% | -9% | -4%
C#Cc1cccc2c1c(C(=O)c1ccc(Cn3c(C)nc4cnccc43)c(F)c1)cn2C(=O)N(C)C | 11% | x | 1%
O=C(Cn1ncn2c(cc3cc(F)ccc32)c1=O)N1CCC2(CC1)OCCO2 | 1% | 13% | -22%
O=C(N/N=C/c1c(O)n(C2CCCCC2)c(=S)[nH]c1=O)c1ccccc1 | 3% | u | -2%
COc1ccccc1N1CCN(S(=O)(=O)c2ccc3c(c2)oc(=O)n3C)CC1 | 7% | u | -3%&1%
COc1cc(C2SCC(=O)Nc3c2c(C)nn3-c2ccccc2)cc(OC)c1OC (stereo not given) | 6% | -9% | -3%
NCCc1ccc(S(=O)(=O)F)cc1 | 5% | 1% | -4%&2%
CC(C)NC(C)C | 19% | 0% | -10%
O=c1c2ccccc2nc(/C=C/c2cccnc2)n1Cc1ccccc1 | 10µM* | 23µM* | 1%
O=c1c2ccccc2nc(-c2ccccc2)n1-c1cccc(O)c1 | 2% | u | 0%
O=c1[nH]c(=S)n(-c2ccc(F)cc2)c(O)c1/C=N/N1CCOCC1 | -1% | 1% | -7%
CCCCNC(=O)C1CCCN(Cc2nc(-c3ccc(Cl)cc3)oc2C)C1 (stereo not given) | 6% | 4.1µM* | 1%
O=C(COc1ccc(Cl)cc1)NCCc1cnc[nH]1 | x | 15% | 1%
COP(=O)(C#Cc1ccccc1)C(O)c1ccc(Br)cc1 (stereo not given) | 3% | 1% | -3%
O=C(Nc1ccc(OC(F)(F)F)cc1)Oc1ccccc1N1CCOCC1 | 1% | u | -24%
COC(=O)C1=C(c2ccc(OC(F)(F)F)cc2)C[C@@H]2CC[C@H]1N2C(=O)NCCCOC(C)C | 1% | u | 1%
Cc1nc2cc(C(F)(F)F)ccc2n1C1CCN(Cc2nnnn2Cc2cccs2)CC1 | 0% | 16µM* | 0%
Cc1cc(OCC(=O)Nc2cc(C)nn2-c2ccccn2)c2c3c(c(=O)oc2c1)CCC3 | 1% | x | 7%
NC[C@@H](CC(=O)O)c1ccc(Cl)cc1 | -4%[56.1 µM] | -1% | -5%[21.4 µM]
CCOC(=O)N(C)C(=O)CSP(=S)(OCC)OCC | 15% | x | 0%
Cc1ccc(C)c(N2CCN(C(=O)c3cccn4c(=O)c5ccccc5nc34)CC2)c1 | -1% | u | -3%
COC(=O)c1ccc(CN2CCN(Cc3ccccc3)CC2)cc1 | -1% | -13% | -3%
O=C(COc1ccccc1)N1CCN(Cc2c[nH]c3ccccc23)CC1 | -6% | 8.2µM* | -2%
C1CC[C@H]([C@@]23C[C@H](C[C@H]4CCCN[C@H]42)[C@@H]2CCCCN2C3)NC1 | 6% | -7%[9.04 µM] | x
COc1cccc(-c2nc3c(C#N)c[nH]n3c2NC2CCCCC2)c1OC | 3% | 21µM* | 1%
CCc1ccccc1NC(=O)N1C[C@H]2C[C@@H](C1)c1cccc(=O)n1C2 | x | -10% | -2%
CC(C(=O)OC1CC2CCC(C1)N2C)c1ccc(Br)cc1 (stereo not given) | 7% | 16µM* | 14%
OCC#CC[N+]1(CC#Cc2ccccc2)CCOCC1 | 1% | -4% | -1%
(further entries)
SMILES | TDP1 block | DT40 TDP1 no CPT | GCN5L2 inh
Cn1c(C(=O)O)c(CC(=O)N2CCN(Cc3ccccc3)CC2)c2ccccc21 | 2% | -6% | -5%
CSC(=S)NCc1c[nH]c2ccccc12 | 10%&10% | x | -26%&23%
C[C@H]1CCCC(=O)CCC/C=C/c2cc(O)cc(O)c2C(=O)O1 | 1%&10%&5% | u | -3%
Cc1cccn2c(=O)c3c(nc12)N1CCc2ccccc2C1C1(C3)C(=O)NC(=O)N(C)C1=O (stereo not given) | 7% | -4% | -3%
C=C[C@H]1CN2CC[C@H]1C[C@@H]2[C@@H](O)c1ccnc2ccccc12 | x | u | -6%
COc1ccc(CCNCc2ccccn2)cc1OC | 5% | -7% | 1%
CCOC(C(=O)OCCC[N+](C)(CC)CC)(c1ccccc1)c1ccccc1 | 2% | u | -2%
S=C1Nc2ccccc2Sc2ccccc21 | 1% | -11% | -7%
Cc1ccc(C(=O)O)cc1N=Nc1c(O)[nH]c(=O)[nH]c1=O | 0% | -6% | -2%
CN(C)C(=O)Oc1ccc2oc(=O)cc(-c3cc4ccccc4o3)c2c1 | 1% | -13% | -8%
Nc1ncc2[nH]cnc2n1 | 4% | -11%&-1%&-1% | -4%&-5%&8%
O=c1[nH]c(=O)n(C2CCCCC2)c(O)c1C1NCCc2ccccc21 (stereo not given) | 5% | -14% | 0%
COC(=O)C1=C(c2ccc(-c3ccccc3)c(F)c2)C[C@@H]2CC[C@H]1N2C(=O)NCc1ccco1 | 6% | 6.5µM* | -9%
Clc1ccc(-c2nc3ccc(Cl)cn3c2CN2CCOCC2)cc1 | 6% | 23µM* | -2%
Cc1cc(/C=C2\C(=O)NC(=O)N(c3cccc(F)c3)C2=O)c(C)n1-c1ccc(C(=O)O)c(Cl)c1 | x | -2% | -23%
O=c1c2ccccc2nc(CNCc2ccco2)n1-c1ccc(F)cc1 | 8% | u | -1%
O=C(c1ccc2c(c1)OCO2)C1CCCN(Cc2ccccn2)C1 (stereo not given) | 0% | -26% | u
CNS(=O)(=O)c1cc(NC(=O)c2cccc3cccnc23)ccc1C | 7% | 21µM* | -7%
Fc1ccc(N2CCN(Cc3cc4c(cc3Br)OCO4)CC2)cc1 | x | -20% | -3%
COc1ccc(C)cc1NC1=NCCCS1 | -3% | -21% | -11%

Random excerpt: 3 compounds from above, in no set order.
SMILES | TDP1 block | DT40 TDP1 no CPT | GCN5L2 inh
O=c1[nH]c(=O)n(C2CCCCC2)c(O)c1C1NCCc2ccccc21 (stereo not given) | 5% | -14% | 0%
CSC(=S)NCc1c[nH]c2ccccc12 | 10%&10% | x | -26%&23%
C[C@H]1CCCC(=O)CCC/C=C/c2cc(O)cc(O)c2C(=O)O1 | 1%&10%&5% | u | -3%

Further structures
SMILES | TDP1 block | DT40 TDP1 no CPT | GCN5L2 inh
O=C(Nc1ccc(F)cc1F)c1cccn(Cc2ccccc2)c1=O | 0% | -12% | -5%
S=C=Nc1ccccn1 | 5% | u | -4%
CCCN1CCO[C@@H]2c3cc(O)ccc3OC[C@@H]21 | 3%[56.1 µM] | -4% | -17%
CN(C(=O)Oc1ccc(C(C)(C)C)cc1)c1ccccc1 | 5% | u | -5%
Cc1ccc(OP(=O)(Nc2cccc(C)c2)Oc2ccc(C)cc2)cc1 | x | u | -11%
O=c1c2ccccc2nc(Cc2ccccc2)n1-c1ccc(O)cc1 | 4% | u | -4%
c1cc2c(cc1C1OC[C@@H]3C(c4ccc5c(c4)OCO5)OCC13)OCO2 (stereo not given in full) | 7% | u | -11%
Cc1ccc(-n2c(C)cc(/C=C3/C(=O)NC(=O)N(Cc4ccco4)C3=O)c2C)cc1 | -3% | -3% | -6%

This is a subset; rates above refer to the full screens.
